Screens deposited in PubChem by National Center for Advancing Translational Sciences (NCATS).
DRD3 antagonist: blocks the human D3 dopamine receptor | D3R cells, DiscoveRx beta-arrestin luminescence, antagonist mode; hits give low values | P35462 | max response, negative = inhibition, % | actives 2.5% (n = 360,000); in the data active means max response below about -50%; inconclusive means no clear call, values can overlap the other calls; further: on the % scale 0 is the no-effect control and ±100 the full control effect; mostly tested at two doses, the higher about 12 µM
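Cells expressing the human receptor were seeded at 1500 cells/well, incubated overnight at 37 degrees C in 5% CO2, then exposed to library compounds with dopamine controls for 90 minutes at 37 degrees C before luminescent detection.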
aSyn yeast inh: rescues yeast growth from alpha-synuclein toxicity. Yeast expressing alpha-synuclein, growth rescue, BacTiter-Glo, 24 h. Potency, µM (titrated, usually from 46.1 µM), for the others: at the top dose growth rescue (activation), actives largely listed as activators. actives 0.14% (n = 370,000). AID 652106; further: potency means the concentration at half of the fitted maximal effect; % of control where 0% means no effect; nearly all actives have a fitted effect of over 65% in size
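Screening used galactose-induced yeast with toxic alpha-synuclein levels, exposed to compound for 24 hr at 30 deg C. Cell growth, read with BacTiter-Glo luminescence, gave the measured signal.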
GLP-1R inv ag: inverse agonists of human GLP-1 receptor; Potency, µM (top dose mostly 38.3 µM), for inactives: at the highest dose activity change, negative = inhibition, hits mostly inhibitors; HEK293 GLP-1R CRE-luciferase, luminescence, 24 h; GLP-1R form is constitutively active; P43220; actives 1.6% (n = 410,000); further: potency means the concentration at half of the fitted maximal effect; on the % scale 0 is the no-effect control and ±100 the full control effect; nearly all actives have a fitted effect of over 55% in size
Target sequence (P43220 whole entry, looked up): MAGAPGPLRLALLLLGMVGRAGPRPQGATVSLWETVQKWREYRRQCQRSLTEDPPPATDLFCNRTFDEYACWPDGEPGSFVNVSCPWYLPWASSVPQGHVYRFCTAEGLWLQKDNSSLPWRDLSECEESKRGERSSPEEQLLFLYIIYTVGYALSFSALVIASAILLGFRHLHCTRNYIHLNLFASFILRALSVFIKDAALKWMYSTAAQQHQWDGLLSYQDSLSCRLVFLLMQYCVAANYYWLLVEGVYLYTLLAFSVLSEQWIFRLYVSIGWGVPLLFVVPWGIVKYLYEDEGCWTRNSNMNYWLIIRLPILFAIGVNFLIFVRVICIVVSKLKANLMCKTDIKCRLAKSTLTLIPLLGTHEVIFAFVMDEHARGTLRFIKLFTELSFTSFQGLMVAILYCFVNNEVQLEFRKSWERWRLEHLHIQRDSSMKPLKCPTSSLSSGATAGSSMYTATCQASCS
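Inverse agonists were sought by their lowering of basal cAMP reporter luciferase output in HEK293 cells stably carrying constitutively active human GLP-1R, after 24 h compound treatment.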
GLP1R ag: activates the human GLP-1 receptor | P43220 | HEK293 GLP-1R CRE-luciferase, luminescence, 4-6 h; cells express a hypersensitive GLP-1R form | Potency, µM (highest dose often 45.6 µM), for inactives: at the top dose activation, most hits filed as activators | actives 0.007% (n = 380,000) | AID 624172; further: potency means the concentration at half of the fitted maximal effect; % of control where 0% means no effect
HEK293 tox: cytotoxic in the GLP-1 receptor inverse agonist counter-screen. AID 624418. actives 0.13% (n = 410,000). HEK293 cAMP-luciferase reporter cells, luminescence, 24 h. Potency, µM (series often up to 38.3 µM), without a hit: at the highest dose activity change, negative = inhibition, usual class: inhibitors;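 further: loss of luciferase light is scored as toxicity; potency means the concentration at half of the fitted maximal effect; on the % scale 0 is the no-effect control and ±100 the full control effect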
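Seeding density was 200 cells/uL; after overnight-length (12 h) culture, 23 nL compounds went on for 24 h at 37 °C. Readout used a luciferase detection reagent, luminescence taken after 12 min at room temperature.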
KB-V1 MDR tox: kills drug-selected multidrug resistant KB-V1 cells. KB-V1 MDR cells viability, CellTiter-Glo, 72 h. Potency, µM (doses to about 46.1 µM), inactives show at the top dose activity change, negative = cytotoxicity, usual class: cytotoxic. actives 3.4% (n = 400,000). AID 1347076; further: potency means the concentration at half of the fitted maximal effect; on the % scale 0 is the no-effect control and ±100 the full control effect; nearly all actives have a fitted effect of over 60% in size
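Luminescent ATP read-out (CellTiter-Glo, 10 min) measures survival of drug-selected KB-V1 MDR cells after 72 h, 37 degrees C compound exposure. Medium: phenol-red-free DMEM, 10% FBS. Values from fitted concentration-response curves.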
PTHR1 agonist: activates the human parathyroid hormone receptor PTHR1 | HEK293 GP2 PTHR1 cells, GloSensor cAMP luminescence, 1 h | Potency, µM (doses to about 115 µM), for inactives: top-dose activation, hits mostly activators | actives 0.075% (n = 410,000); further: potency means the concentration at half of the fitted maximal effect; nearly all actives have a fitted effect of over 55% in size; some results filed as inactive show a strong effect at the top dose; inactives centre near -15; many of its hits are not listed in these tables
Target sequence (Q03431 whole entry, looked up): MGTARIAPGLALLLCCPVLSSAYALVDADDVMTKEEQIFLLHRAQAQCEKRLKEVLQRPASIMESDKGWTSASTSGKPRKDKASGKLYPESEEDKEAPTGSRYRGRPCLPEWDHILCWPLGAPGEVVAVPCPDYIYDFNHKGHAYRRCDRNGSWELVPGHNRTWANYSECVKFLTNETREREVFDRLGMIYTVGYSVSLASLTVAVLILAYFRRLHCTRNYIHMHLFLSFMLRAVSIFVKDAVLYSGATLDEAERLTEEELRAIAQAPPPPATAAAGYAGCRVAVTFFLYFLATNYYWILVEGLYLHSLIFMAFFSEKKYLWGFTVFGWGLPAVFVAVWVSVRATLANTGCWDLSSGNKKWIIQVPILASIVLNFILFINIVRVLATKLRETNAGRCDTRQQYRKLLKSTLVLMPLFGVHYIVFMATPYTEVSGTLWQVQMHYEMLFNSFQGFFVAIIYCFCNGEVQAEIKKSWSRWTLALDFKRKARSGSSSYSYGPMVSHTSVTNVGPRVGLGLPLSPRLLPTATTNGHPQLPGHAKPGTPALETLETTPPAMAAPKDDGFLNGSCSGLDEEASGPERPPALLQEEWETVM
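HEK-293-derived GP2 cells expressing PTHR1 and a GloSensor cAMP reporter, 3,000/well, plated overnight, given luciferin plus IBMX (each 0.5 mM as added) for 1 h at 37 °C, then compound for 1 h at 37 °C. Luminescence was read after 15 min at room temperature.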
DRD3 agonist: agonists of human D3 dopamine receptor; actives 0.58% (n = 410,000); P35462; AID 652048; D3R DiscoveRx beta-arrestin cells, luminescence, 90 min; max activation, %; in the data active means max activation above about 30%; further: 0% is about no effect; mostly tested at two doses, the higher about 12 µM
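Cells at 1500/well, incubated overnight, then treated with pinned compounds (dopamine as control) for 90 min at 37 degrees C. DiscoveRx reagent added for 30 - 60 minutes at room temperature; luminescence read.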
TDP-43 yeast inh: rescues yeast growth from TDP-43 toxicity; TDP-43 expressing yeast growth rescue, BacTiter-Glo, 24 h; Potency, µM (series often up to 46.1 µM), for the others: top-dose growth rescue (activation), usual class: activators; actives 1.8% (n = 410,000); further: potency means the concentration at half of the fitted maximal effect; % of control where 0% means no effect; nearly all actives have a fitted effect of over 50% in size
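Yeast cells expressing TDP-43 under galactose induction are exposed to compounds for 24 hr at 30 deg C. BacTiter-Glo luminescence measures growth, so protective compounds score as activators.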
Active calls of the source: *; i = inactive; ? = inconclusive; . = no result given; [ ] = dose if it differs, or a comment. Unless noted, the call rests on the fitted dose curve; in most records, active means well fitted curve in the direction sought with a large enough effect; inconclusive means small, poorly fitted or top-dose-only effect, or another doubt; inactive means no such curve, though single readings can be large; an effect the other way counts as inactive or inconclusive. Not all compounds are listed (hit frequency here may not be typical).

SMILES	DRD3 antagonist	aSyn yeast inh	GLP-1R inv ag	GLP1R ag	HEK293 tox	KB-V1 MDR tox	PTHR1 agonist	DRD3 agonist	TDP-43 yeast inh
Cc1oc2ccc(NS(=O)(=O)c3ccccc3)cc2c1C(=O)Nc1ccccc1	4	5%	?	6%	-14%	?	i	-3	5%
Cc1ccccc1CC(=O)c1ccc(O)c(C)c1O	13	-21%	-22%[7.66 µM]	8%	10%[7.66 µM]	16%	-19%	-1	?
CCn1c(SCC(=O)c2ccccc2)nc2ccccc2c1=O	16	-4%	-9%	27%	20%	?	-7%	3	2%
COc1ccc(CSc2nc3ccncc3n2CC(=O)Nc2cc(C)cc(C)c2)cc1	.	.	?	.	?	27%	-8%	-23	-14%
CCc1ccc(C(C(=O)NC2CCCC2)N(C(=O)c2csnn2)C2CC2)cc1 (stereo not drawn)	-7	-4%	?	1%	-14%	-26%	i	16	8%
Cc1cc(NS(=O)(=O)c2ccc(NC(=O)C(C)Oc3cc(C)c(Cl)c(C)c3)cc2)no1 (stereo not drawn)	-4	-9%	?	21%	-20%	-6%	i	4	25%
O=C(N/N=C/c1ccccc1Cl)c1ccc(F)cc1	?	5%	-10%	-20%	-9%	0%	-12%[57.5 µM]	-36	-3%
CC1(C)CC(NC(=O)COc2cc3oc(=O)c4c(c3cc2Cl)CCC4)CC(C)(C)N1	-19	0%	?	10%	27%	-5%	i	-4	-11%
Cc1cc(C)c(C#N)c(SCC(=O)NC(C)(C)C)n1	-16	2%	11%	-1%	3%	-13%	i	-3	0%
COc1cc(C(=O)NCC2CCCO2)ccc1OCc1c(C)noc1C (stereo not drawn)	-21	5%	4%	0%	-14%	1%	-4%[57.5 µM]	-2	-2%
Cc1noc(C)c1CSCC(=O)N(C)CC(=O)Nc1ccccc1C(F)(F)F	17	-3%	3%	4%	2%	-8%	i	0	19%
Cc1ccccc1C(NC(N)=O)c1ccccc1 (stereo not drawn)	-10	-4%	0%	4%	23%	-18%	?	1	-21%
CCC(=O)Nc1cccc(C2=NN(c3ccccc3)C(c3ccc(OC)cc3)C2)c1 (stereo not drawn)	-3	-4%	?	0%	183%[activator]	-1%	-50%[inhibitor]	-1	?
Cc1nc(NC(=O)C(C)(C)C)sc1C(=O)Cn1cc(-c2ccc(C(C)(C)C)cc2)nn1	-19	-3%	17%	-1%	4%	-23%	i	-6	22%
CCOC(=O)C1C(=O)C=C(/C=C/c2ccccc2)CC1c1ccc(Cl)cc1 (stereo not drawn)	-17	0%	0%	-7%	36%[activator]	16µM*	i	-24	-15%
CC(C)OC(=O)CN1C(=O)C(C)(C)Oc2ccc(C(=O)NC(C)(C)C)cc21	-4	4%	0%	1%	1%	-7%	i	1	-3%
Cc1ccc(-c2nc(C)sc2CC(=O)Nc2nnc(C)s2)cc1	1	-3%	0%[0.307 µM]	-6%	-2%[0.307 µM]	-24%	i	-8	-12%
CCOC(=O)c1nnn(-c2nonc2N)c1COc1cc(C)c(Cl)c(C)c1	-2	8%	8.9µM*	0%	-11%	?	i	-1	?
CCOC(=O)C1CCCN(C2CC(=O)N(c3ccc(C)cc3)C2=O)C1 (stereo not drawn)	11	?	13%	0%	2%	-8%	-12%[57.5 µM]	3	?
CCCCn1c(-c2nn(C)c(C)c2Cl)n[nH]c1=S	-24	-10%	-22%	22%	?	0%	i	-13	18%
Cc1ccccc1-n1cc(-c2ccccc2)nc1SCC(=O)Nc1ccc(F)cc1	.	.	?	.	0%	-14%	i	-12	14%[9.22 µM]
COc1ccccc1NC(=O)CNC(=O)Cn1c(C)cc2ccccc2c1=O	-9	0%	-13%	9%	3%	1%	-31%[inhibitor]	6	-10%
CCC(=O)Nc1ccc2nc(SCc3ccccc3)sc2c1	.	.	-20%	.	-5%	.	-35%[inhibitor]	-2	?
CC1CCCC(NC(=O)COC(=O)c2ccc(S(=O)(=O)N3CCOCC3)cc2)C1C (stereo not drawn)	4	-3%	-24%	0%	-20%	3%	i	-2	-5%
Cn1nc(C(=O)N2CCCCC2)c2c1-c1ccccc1S(=O)(=O)C2	-19	1%	7%	6%	0%	7%	i	-17	-15%

Some of the entries above, set out differently:
The line under a structure holds: DRD3 antagonist | aSyn yeast inh | GLP-1R inv ag | GLP1R ag | HEK293 tox | KB-V1 MDR tox | PTHR1 agonist | DRD3 agonist | TDP-43 yeast inh
- COc1ccc(CSc2nc3ccncc3n2CC(=O)Nc2cc(C)cc(C)c2)cc1
  . | . | ? | . | ? | 27% | -8% | -23 | -14%
- Cc1ccccc1C(NC(N)=O)c1ccccc1 (stereo not drawn)
  -10 | -4% | 0% | 4% | 23% | -18% | ? | 1 | -21%
- Cc1noc(C)c1CSCC(=O)N(C)CC(=O)Nc1ccccc1C(F)(F)F
  17 | -3% | 3% | 4% | 2% | -8% | i | 0 | 19%
- CCOC(=O)c1nnn(-c2nonc2N)c1COc1cc(C)c(Cl)c(C)c1
  -2 | 8% | 8.9µM* | 0% | -11% | ? | i | -1 | ?

Next compounds follow:
SMILES	DRD3 antagonist	aSyn yeast inh	GLP-1R inv ag	GLP1R ag	HEK293 tox	KB-V1 MDR tox	PTHR1 agonist	DRD3 agonist	TDP-43 yeast inh
O=C(NCc1cccnc1)c1ccc(CS(=O)(=O)c2ccc(Cl)cc2)o1	45	0%	0%	-3%	2%	-8%	-6%[57.5 µM]	-3	-4%
O=C(COC(=O)c1c(F)cccc1F)c1ccc[nH]1	2	-1%	5%	9%	8%	13%	i	-11	-11%
COc1ccc(NC(=O)CSc2nccn2-c2ccccc2)cc1	4	-6%	10%	12%	-7%	-3%	-14%	-3	0%
Cc1cc(NC(=O)COC(=O)[C@@H]2CCCN2C(=O)c2cccs2)no1	15	2%	7%	2%	10%	-8%	2%	-9	-18%
Cc1cc(C)c2c(=O)n(CC(=O)N3CCC(N4CCCCC4)CC3)sc2n1	18	-32%[inhibitor]	-4%	-7%	-2%	0%	i	1	3%
COc1ccc(CCNC(=O)c2ccc(=O)[nH]c2)cc1	-3	-2%	-1%	7%	3%	18%	i	-3	-9%
CC(C)C[C@@]12C(=O)N(c3cccc(Cl)c3)C(=O)N1[C@H](c1ccc(Br)cc1)[C@@H]1C(=O)N(C(C)(C)C)C(=O)[C@@H]12	3	-3%	?	10%	1%	-33%	-24%	0	15%
COc1ccc(OC)c(C(C)NC(=S)NC2CCCCC2)c1 (stereo not drawn)	0	-11%	?	-5%	?	-26%	-60%[inhibitor]	-13	11%
O=c1c2ccccc2nc2n1CCS2	-11	-6%	0%	1%	-8%	2%	i	-19	-21%
COc1ccc(NC(=O)CN(C)C(=O)c2ccc(NS(=O)(=O)c3ccc(F)cc3)cc2)cc1	10	-1%	-4%	4%	5%	11%	i	3	6%
Nc1sc2c(c1C(=O)NC1CCS(=O)(=O)C1)CCC2 (stereo not drawn)	-23	2%	0%	-10%	-1%	5%	i	6	2%
COc1ccc2c(c1)CCC/C2=N\OC(=O)c1ccccc1F	-17	-18%	5%	-2%	2%	0%	i	7	11µM*
O=C1CCCC2=C1C(c1ccc(OS(=O)(=O)c3ccc(Cl)cc3)cc1)C1=C(CCCC1=O)O2	-28	1%	0%	-5%	1%	4.6µM*	-44%[inhibitor][57.5 µM]	0	-23%
CCN(CC)S(=O)(=O)c1ccc(O)c(NC(=O)CN2CCc3ccccc3C2)c1	8	2%	-12%	0%	24%	-17%	?	1	18%
Cc1cc(C)cc(C(=O)NCC(=O)OCc2c(C)noc2C)c1	-3	-1%	0%	-6%	-2%	-15%	-23%	0	11%
COCc1nc2ccccc2n1CCc1ccccc1	-21	-11%	-16%	5%	-2%	0%	-6%	-3	9%
Cc1cccc(C)c1NC(=O)CN(C)C(=O)CC1CC2CCC1C2 (stereo not drawn)	-10	1%	-13%	5%	-17%	?	i	1	24%
CC(=O)Nc1nonc1NC(=O)c1ccc(F)cc1	?	-2%	7%	-7%	0%	2%	i	-3	-3%
COc1ccccc1NC(=O)CSc1nnc(Cn2nnc(-c3ccccc3)n2)n1-c1ccccc1	14	6%	?	0%	-3%	-17%	-45%	2	4%
O=C(Nc1ccccc1Cl)N1CCC(CN2CCCCC2)CC1	.	.	12%	.	3%	5%	?	-16	-2%[9.22 µM]
CC(C)OCCCNC(=O)CN1C(=O)c2cccc3cccc1c23	-11	1%	3%	0%	46%[activator]	-25%	i	-1	3%
COc1ccc(OC)c(NC(=O)CCC(=O)Oc2ccc(C)cc2)c1	-4	-5%	0%	2%	0%	4%	i	3	-26%
COc1ccc(C(=O)Nc2cc(NC(=O)c3ccco3)ccc2OC)cc1Cl	.	.	-2%	.	-12%	.	?	-17	-14%
COc1ccc(Br)cc1S(=O)(=O)NCc1ccccc1	4	12%	?	-6%	2%	2%	i	4	26%
COc1ccc(CCNC(=O)C2C3CCC(C3)C2C(=O)O)cc1OC (stereo not drawn)	12	-2%	-3%	-3%	-1%	9%	-2%	2	-4%
(further entries)
SMILES	DRD3 antagonist	aSyn yeast inh	GLP-1R inv ag	GLP1R ag	HEK293 tox	KB-V1 MDR tox	PTHR1 agonist	DRD3 agonist	TDP-43 yeast inh
Cc1cc(=O)oc(C)c1C(=O)O	5	-1%	-2%	9%	8%	23%	-25%[57.5 µM]	-9	-6%
O=C(Nc1cccc(-n2cnnn2)c1)c1ccccc1Br	-23	-1%	27%	1%	4%	-3%	-95%[inhibitor]	5	?
O=c1nc(N/N=C/C=C/c2ccccc2)cn[nH]1	-19	-2%	-4%	6%	-6%	5%	-28%	4	0%
O=C(Nc1ccc(-c2nc3ccccc3o2)c(O)c1)c1ccccc1	.	.	4%	.	-16%	?	-26%	0	-1%
COCCOC(=O)/C(=C/c1ccc(OC(=O)c2ccccc2)cc1)C(C)=O	6	?	17%	-35%[inhibitor]	-5%	16%	-21%	21	?
O=C(CCN1CCN(c2ccccc2F)CC1)Nc1ccc(F)cc1	-73*	4%	-9%	-2%	2%	3%	-26%	26	2%
CCN(CC(=O)NCc1cccs1)C(=O)c1cc(S(=O)(=O)N2CCOCC2)ccc1C	-1	-7%	-4%	-1%	0%	19%	i	-2	-15%
